GSH fluor – GSH bead compound fluorescence profile; GSH beads flow cytometry, compound fluorescence 488/530 nm; hits give high values; fluorescence (KMESF) at 10 µM; 0.25% of 190,000 active; in the data active = fluorescence above about 89;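 note: glutathione beads carrying GST-tagged Bcl family fusion proteins plus one bare bead set; values are compound well signal with DMSO vehicle wells as background; inactives centre near 16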
RGS7-Gao – human RGS7-Galphao interaction regulation | P09471 | Multiplexed bead flow cytometry, RGS7-Galphao binding; actives lie on both sides | binding response (% of control), % at 10 µM | 0.35% of 220,000 active | AID 1439; in the data active = binding response below about 49% or above about 150%;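 note: fluorescent Galphao held in activated GDP-AlF4 state binding bead-coupled RGS7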
Bim-Bcl-2 – disrupts Bim peptide binding to human Bcl-2; 0.06% of 190,000 active; P10415; inhibition, % at 10 µM; Bead-based flow cytometry, Bim peptide-Bcl-2 binding; in the data active = inhibition above about 40%;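 note: 0% = no compound wells with probe peptide and 100% = reference peptide inhibitor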
Bim-Bcl-B – inhibitors of Bim-Bcl-B interaction, human; Q9HD36; bead-based flow cytometry, Bim peptide-Bcl-B binding; inhibition, % at 10 µM; 0.073% of 190,000 active; AID 951;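 note: 0% = tracer peptide without compound and 100% = reference inhibitor peptide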
Bim-Bfl-1 – human Bim-Bfl-1 interaction inhibition; Q16548; Bead-based flow cytometry, Bim-Bfl-1 binding inhibition; inhibition, % at 10 µM; 0.12% of 190,000 active; AID 1008;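 note: 0% = wells without compound plus tracer and 100% = blocker peptide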
ABCB1 block – blocks JC-1 efflux by human ABCB1 transporter | P08183 | CCRF-Adr cells, flow cytometry | inhibition, % at 6.6 µM | 0.067% of 190,000 active | AID 1326; in the data active = inhibition above about 40%;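 note: 0% = vehicle and 100% = reference inhibitor; higher value means more JC-1 retained so stronger ABCB1 efflux block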
Target sequence (P08183 whole entry, looked up): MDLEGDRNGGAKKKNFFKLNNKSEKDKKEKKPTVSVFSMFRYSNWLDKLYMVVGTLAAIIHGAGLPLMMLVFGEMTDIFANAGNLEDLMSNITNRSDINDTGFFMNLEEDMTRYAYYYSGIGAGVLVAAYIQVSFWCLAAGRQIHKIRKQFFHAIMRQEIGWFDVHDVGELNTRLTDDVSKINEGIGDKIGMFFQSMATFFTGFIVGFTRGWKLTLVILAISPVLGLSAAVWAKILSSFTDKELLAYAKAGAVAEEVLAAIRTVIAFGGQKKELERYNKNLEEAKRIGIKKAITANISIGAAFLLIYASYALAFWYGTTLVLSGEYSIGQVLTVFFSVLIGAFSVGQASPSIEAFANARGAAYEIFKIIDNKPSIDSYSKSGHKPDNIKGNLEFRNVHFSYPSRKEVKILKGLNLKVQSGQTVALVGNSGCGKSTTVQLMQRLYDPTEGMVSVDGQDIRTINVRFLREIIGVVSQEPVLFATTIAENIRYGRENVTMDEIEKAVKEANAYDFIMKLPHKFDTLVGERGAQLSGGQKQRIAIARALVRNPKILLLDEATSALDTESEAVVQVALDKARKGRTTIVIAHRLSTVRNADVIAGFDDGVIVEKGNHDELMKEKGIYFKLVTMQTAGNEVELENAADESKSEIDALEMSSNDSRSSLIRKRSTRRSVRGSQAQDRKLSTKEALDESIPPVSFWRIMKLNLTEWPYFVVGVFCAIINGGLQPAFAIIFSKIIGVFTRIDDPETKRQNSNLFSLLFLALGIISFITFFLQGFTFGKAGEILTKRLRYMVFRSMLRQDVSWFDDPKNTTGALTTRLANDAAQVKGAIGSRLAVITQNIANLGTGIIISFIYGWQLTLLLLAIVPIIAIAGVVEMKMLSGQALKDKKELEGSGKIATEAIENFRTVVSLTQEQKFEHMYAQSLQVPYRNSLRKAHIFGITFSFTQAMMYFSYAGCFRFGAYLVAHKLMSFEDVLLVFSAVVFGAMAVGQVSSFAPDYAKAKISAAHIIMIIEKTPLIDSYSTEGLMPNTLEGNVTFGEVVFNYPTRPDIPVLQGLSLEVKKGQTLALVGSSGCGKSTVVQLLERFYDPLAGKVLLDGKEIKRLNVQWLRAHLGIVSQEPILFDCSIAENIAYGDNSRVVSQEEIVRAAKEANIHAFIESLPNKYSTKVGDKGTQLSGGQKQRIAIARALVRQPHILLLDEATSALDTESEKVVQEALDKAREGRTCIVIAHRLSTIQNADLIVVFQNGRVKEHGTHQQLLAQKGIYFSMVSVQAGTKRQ
Bim-Bcl-XL – human Bim-Bcl-XL interaction inhibition; Bim peptide-Bcl-XL binding, bead flow cytometry, fluorescence; inhibition, % at 10 µM; 0.04% of 190,000 active
Avidin bead fluor – avidin bead compound fluorescence profile; Avidin beads, compound fluorescence 488/530 nm, flow cytometry; hits give high values; fluorescence (KMESF) at 10 µM; 0.38% of 220,000 active; AID 1775; in the data active = fluorescence above about 47; note: inactives centre near 10
ABCG2 inh – blocks JC-1 efflux by human ABCG2 transporter | Q9UNQ0 | IgMXP3 cells, flow cytometry | inhibition, % at 6.6 µM | 0.1% of 190,000 active;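 active = inhibition above 80%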;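 note: 0% = DMSO and 100% = nicardipine control wells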
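test system = two drug-resistant human cell lines, ABCG2 and ABCB1 | amount = 3 million cells/mL final, two lines in 1:1 ratio | reagent = JC-1 transporter substrate | doses = one concentration, 6.6 µM final | incubation = 10 min at 25 °C | signal = flow cytometric JC-1 green MFI at 530 nm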
RGS4-Gao reg – human RGS4-Galphao interaction regulation. binding response (% of control), % at 10 µM. Multiplexed bead flow cytometry, RGS4-Galphao binding; actives lie on both sides. 0.33% of 220,000 active; in the data active = binding response below about 49% or above about 150%; inactive = in between;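 note: fluorescent Galphao activated with aluminum fluoride binding bead-coupled RGS4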
Bim-Bcl-W – inhibitors of Bim-Bcl-W interaction, human | Q92843 | bead-based flow cytometry, Bim peptide-Bcl-W binding | inhibition, % at 10 µM | 0.02% of 190,000 active | AID 952;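 note: 0% = bound tracer without compound and 100% = peptide blocker; higher means less fluorescent Bim peptide bound to Bcl-W beads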
Numbers without * were called inactive. Cut-off read from the data, not from the text of the source, unless noted: active = inhibition above about 40%.

How did c1ccc(CNCc2ccc3c(c2)OCO3)nc1 do in these assays?
GSH fluor: 17; RGS7-Gao: 96; Bim-Bcl-2: -1; Bim-Bcl-B: -5; Bim-Bfl-1: -1; ABCB1 block: -0.1; Bim-Bcl-XL: -6; Avidin bead fluor: 7; ABCG2 inh: 0; RGS4-Gao reg: 97; Bim-Bcl-W: -5

What do the screens show for `COc1cc(C)nc(OCCNS(=O)(=O)c2cc(C)ccc2C)n1`?
GSH fluor: 31; RGS7-Gao: 101; Bim-Bcl-2: -6; Bim-Bcl-B: -9; Bim-Bfl-1: -12; ABCB1 block: 0.6; Bim-Bcl-XL: -7; Avidin bead fluor: 8; ABCG2 inh: 2; RGS4-Gao reg: 102; Bim-Bcl-W: 0

Results for Cc1ccccc1-c1oc(C)c(C)[n+]1[O-] ?
GSH fluor: 15; RGS7-Gao: 108; Bim-Bcl-2: -6; Bim-Bcl-B: -10; Bim-Bfl-1: -8; ABCB1 block: 0.1; Bim-Bcl-XL: -5; Avidin bead fluor: 13; ABCG2 inh: 0; RGS4-Gao reg: 100; Bim-Bcl-W: -5

Results for O=C(CCC1CCCN(C(=O)Cc2ccc(F)cc2)C1)N1CCN(c2ccccn2)CC1 (stereo unspecified) ?
GSH fluor: 13; RGS7-Gao: 99; Bim-Bcl-2: 1; Bim-Bcl-B: -3; Bim-Bfl-1: -3; ABCB1 block: 0.5; Bim-Bcl-XL: 0; Avidin bead fluor: 7; ABCG2 inh: 0; RGS4-Gao reg: 102; Bim-Bcl-W: -1

Results for CN(Cc1nccn1C)C(=O)c1cc(COc2ccc3ncccc3c2)on1 ?
GSH fluor: 15; RGS7-Gao: 98; Bim-Bcl-2: -4; Bim-Bcl-B: -6; Bim-Bfl-1: -10; ABCB1 block: 1.0; Bim-Bcl-XL: -5; Avidin bead fluor: 10; ABCG2 inh: 4; RGS4-Gao reg: 96; Bim-Bcl-W: -5

How did Cc1ccccc1-c1nnc(SCc2ccccc2)o1 do in these assays?
GSH fluor: 20; RGS7-Gao: 106; Bim-Bcl-2: 0; Bim-Bcl-B: 1; Bim-Bfl-1: -2; ABCB1 block: 0.5; Bim-Bcl-XL: 0; Avidin bead fluor: 8; ABCG2 inh: 2; RGS4-Gao reg: 111; Bim-Bcl-W: -1

Results for CC(C)NC(=O)Cn1c(SCC(=O)N2CCc3ccccc3C2)nc2ccccc21 ?
GSH fluor: 8; RGS7-Gao: 88; Bim-Bcl-2: 1; Bim-Bcl-B: 2; Bim-Bfl-1: 0; ABCB1 block: 1.5; Bim-Bcl-XL: 0; Avidin bead fluor: 15; ABCG2 inh: 4; RGS4-Gao reg: 87; Bim-Bcl-W: -1

How did CC(=O)OCC1OC(n2ccc(=O)[nH]c2=O)C(O)C1O (stereo unspecified) do in these assays?
GSH fluor: 11; RGS7-Gao: 104; Bim-Bcl-2: -9; Bim-Bcl-B: -10; Bim-Bfl-1: -12; ABCB1 block: 0.3; Bim-Bcl-XL: -2; Avidin bead fluor: 8; ABCG2 inh: 2; RGS4-Gao reg: 103; Bim-Bcl-W: 0

Results for Cc1ccc(OCC(=O)N2CCN(S(=O)(=O)c3ccccc3)CC2)c([N+](=O)[O-])n1 ?
GSH fluor: 8; RGS7-Gao: 104; Bim-Bcl-2: 0; Bim-Bcl-B: -5; Bim-Bfl-1: 2; ABCB1 block: 0.6; Bim-Bcl-XL: -8; Avidin bead fluor: 13; ABCG2 inh: 2; RGS4-Gao reg: 100; Bim-Bcl-W: -8

What do the screens show for `CCCN1CCN(CCCNC(=O)c2cc3c(=O)n(C)c4ccccc4c3n2C)CC1`?
GSH fluor: 20; RGS7-Gao: 101; Bim-Bcl-2: -7; Bim-Bcl-B: -8; Bim-Bfl-1: -15; ABCB1 block: 0.1; Bim-Bcl-XL: -3; Avidin bead fluor: 8; ABCG2 inh: 1; RGS4-Gao reg: 110; Bim-Bcl-W: 0

How did O=C(CN1CCN(Cc2ccccc2)CC1)Nc1ccc(S(=O)(=O)N2CCOCC2)cc1 do in these assays?
GSH fluor: 6; RGS7-Gao: 98; Bim-Bcl-2: -2; Bim-Bcl-B: -2; Bim-Bfl-1: 0; ABCB1 block: 0.5; Bim-Bcl-XL: -2; Avidin bead fluor: 2; ABCG2 inh: -1; RGS4-Gao reg: 105; Bim-Bcl-W: -2

What do the screens show for `C[C@@H]1C[C@H]2[C@@H]3CCC4=CC(=O)C=C[C@]4(C)[C@@]3(F)[C@@H](O)C[C@]2(C)[C@@]1(O)C(=O)COP(=O)(O)O`?
GSH fluor: 20; RGS7-Gao: 93; Bim-Bcl-2: -2; Bim-Bcl-B: -4; Bim-Bfl-1: 0; ABCB1 block: 2.5; Bim-Bcl-XL: 0; Avidin bead fluor: 7; ABCG2 inh: 5; RGS4-Gao reg: 95; Bim-Bcl-W: 0

How did O=C(Nc1cccc(S(=O)(=O)C(F)F)c1)c1ccc(S(=O)(=O)N2CCOCC2)cc1 do in these assays?
GSH fluor: 33; RGS7-Gao: 104; Bim-Bcl-2: -15; Bim-Bcl-B: -10; Bim-Bfl-1: -14; ABCB1 block: 0.2; Bim-Bcl-XL: -2; Avidin bead fluor: 12; ABCG2 inh: 9; RGS4-Gao reg: 103; Bim-Bcl-W: -1

What do the screens show for `Cc1sc2nc(CSCC(=O)Nc3ccc(OC(F)F)cc3)[nH]c(=O)c2c1C`?
GSH fluor: 15; RGS7-Gao: 106; Bim-Bcl-2: -5; Bim-Bcl-B: -3; Bim-Bfl-1: 0; ABCB1 block: 0.2; Bim-Bcl-XL: -1; Avidin bead fluor: 12; ABCG2 inh: 4; RGS4-Gao reg: 100; Bim-Bcl-W: 0

Results for Cc1ccc2oc(=O)c3cc(C(=O)Nc4cc(-c5cccc(F)c5)no4)sc3c2c1 ?
GSH fluor: 13; RGS7-Gao: 96; Bim-Bcl-2: -2; Bim-Bcl-B: -8; Bim-Bfl-1: -1; ABCB1 block: -1.9; Bim-Bcl-XL: -3; Avidin bead fluor: 4; ABCG2 inh: -2; RGS4-Gao reg: 86; Bim-Bcl-W: -4

What do the screens show for `COc1cc2c(cc1NC(=O)CN1CCN(S(=O)(=O)c3ccccc3F)CC1)oc1ccccc12`?
GSH fluor: 45; RGS7-Gao: 104; Bim-Bcl-2: -4; Bim-Bcl-B: -4; Bim-Bfl-1: -7; ABCB1 block: 0.4; Bim-Bcl-XL: 4; Avidin bead fluor: 11; ABCG2 inh: 2; RGS4-Gao reg: 97; Bim-Bcl-W: 0

What do the screens show for `Cc1cc(=O)[nH]c(SCC(=O)Nc2nc3ccccc3s2)n1`?
GSH fluor: 14; RGS7-Gao: 100; Bim-Bcl-2: 0; Bim-Bcl-B: 0; Bim-Bfl-1: -3; ABCB1 block: -0.1; Bim-Bcl-XL: -2; Avidin bead fluor: 6; ABCG2 inh: 0; RGS4-Gao reg: 101; Bim-Bcl-W: 0

How did Cc1cc(C)c(N=C2CCCN2Cc2ccccc2)c(C#N)c1 do in these assays?
GSH fluor: 28; RGS7-Gao: 102; Bim-Bcl-2: 4; Bim-Bcl-B: 1; Bim-Bfl-1: 3; ABCB1 block: -0.2; Bim-Bcl-XL: 0; Avidin bead fluor: 4; ABCG2 inh: 2; RGS4-Gao reg: 102; Bim-Bcl-W: 2

What do the screens show for `CC1CCCC(NC(=O)COC(=O)c2cccc(NS(=O)(=O)/C=C/c3ccccc3)c2)C1C` (stereo unspecified)?
GSH fluor: 9; RGS7-Gao: 91; Bim-Bcl-2: -8; Bim-Bcl-B: -4; Bim-Bfl-1: -17; ABCB1 block: 1.0; Bim-Bcl-XL: -4; Avidin bead fluor: 15; ABCG2 inh: 1; RGS4-Gao reg: 84; Bim-Bcl-W: -2

Results for O=C(NCCc1ccc(Cl)cc1)C1CCN(S(=O)(=O)c2ccc(-n3cnnn3)cc2)CC1 ?
GSH fluor: 20; RGS7-Gao: 99; Bim-Bcl-2: -6; Bim-Bcl-B: -8; Bim-Bfl-1: -3; ABCB1 block: -0.2; Bim-Bcl-XL: -8; Avidin bead fluor: 4; ABCG2 inh: 1; RGS4-Gao reg: 99; Bim-Bcl-W: 0

Two records picked at random from those above, as already listed:
What do the screens show for `C[C@@H]1C[C@H]2[C@@H]3CCC4=CC(=O)C=C[C@]4(C)[C@@]3(F)[C@@H](O)C[C@]2(C)[C@@]1(O)C(=O)COP(=O)(O)O`?
GSH fluor: 20; RGS7-Gao: 93; Bim-Bcl-2: -2; Bim-Bcl-B: -4; Bim-Bfl-1: 0; ABCB1 block: 2.5; Bim-Bcl-XL: 0; Avidin bead fluor: 7; ABCG2 inh: 5; RGS4-Gao reg: 95; Bim-Bcl-W: 0

Results for O=C(NCCc1ccc(Cl)cc1)C1CCN(S(=O)(=O)c2ccc(-n3cnnn3)cc2)CC1 ?
GSH fluor: 20; RGS7-Gao: 99; Bim-Bcl-2: -6; Bim-Bcl-B: -8; Bim-Bfl-1: -3; ABCB1 block: -0.2; Bim-Bcl-XL: -8; Avidin bead fluor: 4; ABCG2 inh: 1; RGS4-Gao reg: 99; Bim-Bcl-W: 0

Continued.
Results for COC(=O)c1nnn(CC(=O)NC(=O)Nc2c(C)cccc2C)c1C(=O)OC ?
GSH fluor: 17; RGS7-Gao: 102; Bim-Bcl-2: -1; Bim-Bcl-B: -3; Bim-Bfl-1: 0; ABCB1 block: 1.2; Bim-Bcl-XL: -7; Avidin bead fluor: 4; ABCG2 inh: 13; RGS4-Gao reg: 100; Bim-Bcl-W: -1

How did COC(=O)c1ccc(Cl)c(NC(=O)CN(c2ccccc2)S(=O)(=O)c2ccc(OC)cc2)c1 do in these assays?
GSH fluor: 11; RGS7-Gao: 98; Bim-Bcl-2: -5; Bim-Bcl-B: -7; Bim-Bfl-1: -7; ABCB1 block: 3.4; Bim-Bcl-XL: -6; Avidin bead fluor: 24; ABCG2 inh: 36; RGS4-Gao reg: 99; Bim-Bcl-W: -3

What do the screens show for `CCOC(=O)Cc1csc(SCc2nc3ccccc3c(=O)[nH]2)n1`?
GSH fluor: 19; RGS7-Gao: 102; Bim-Bcl-2: -4; Bim-Bcl-B: -1; Bim-Bfl-1: -2; ABCB1 block: 0.1; Bim-Bcl-XL: 0; Avidin bead fluor: 33; ABCG2 inh: 1; RGS4-Gao reg: 102; Bim-Bcl-W: -2

Results for O=[N+]([O-])c1ccc(-n2cccc2/C=N/Nc2nc(N3CCCCC3)nc(N3CCCCC3)n2)cc1 ?
GSH fluor: 15; RGS7-Gao: 102; Bim-Bcl-2: 0; Bim-Bcl-B: -1; Bim-Bfl-1: -6; ABCB1 block: -0.2; Bim-Bcl-XL: -1; Avidin bead fluor: 11; ABCG2 inh: 0; RGS4-Gao reg: 101; Bim-Bcl-W: 2

What do the screens show for `CNC(=O)NC(=O)C(C)OC(=O)c1c(C)noc1C` (stereo unspecified)?
GSH fluor: 31; RGS7-Gao: 106; Bim-Bcl-2: -1; Bim-Bcl-B: -3; Bim-Bfl-1: -3; ABCB1 block: -0.3; Bim-Bcl-XL: -4; Avidin bead fluor: 9; ABCG2 inh: -1; RGS4-Gao reg: 106; Bim-Bcl-W: 0

What do the screens show for `CC(C)CN(C(=O)COC(=O)c1ccc([N+](=O)[O-])o1)C1CCS(=O)(=O)C1` (stereo unspecified)?
GSH fluor: 13; RGS7-Gao: 100; Bim-Bcl-2: 0; Bim-Bcl-B: -1; Bim-Bfl-1: 0; ABCB1 block: 0.3; Bim-Bcl-XL: -5; Avidin bead fluor: 9; ABCG2 inh: 0; RGS4-Gao reg: 101; Bim-Bcl-W: -5

Assay outcomes from PubChem.
